KKLEB tox: CF airway cell cytotoxicity counter-screen. activity change (cytotoxicity), % at 5 µM. KKLEB CF airway cells viability, ATPlite luminescence, overnight; hits give low values; cells stimulated with P. aeruginosa culture filtrate. 0.36% of 360,000 active. AID 602141;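 active means corrected activity change at or below -50% at 5 µM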
HIF-2a inh: inhibitors of HIF-2a. 786-0 RCC cells HIF-2a reporter, luciferase luminescence, overnight. inhibition, % at 18.8 µM. 0.72% of 360,000 active. AID 624352;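 active means inhibition of the luminescence signal of 40% or more relative to plate controls, in a single-dose primary screen at 18.75 µM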
CF NFkB inh: blocks PAF-induced NF-kB reporter in cystic fibrosis cells; KKLEB NF-kB-GFP reporter, GFP fluorescence overnight; inhibition, % at 5 µM; 0.86% of 360,000 active;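 active means at least 50% inhibition at 5 µM, scaled per plate between neutral and stimulator controls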;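 further: PAF is a Pseudomonas aeruginosa culture filtrate used as stimulus; plate controls were PAF-stimulated DMSO wells for no effect and unstimulated DMSO wells for full effect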
TRPM1 prom inh: MITF TRPM1 promoter inhibition in SK-MEL-5 cells | SK-MEL-5 TRPM1 promoter luciferase, 24 h | inhibition, % at 12.5 µM | 0.83% of 330,000 active | AID 488899;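 active means mean inhibition across replicates of 60% or more, whatever share of single replicates reaches that level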; further: values of inactives mirror those of a sister screen read the other way
TRAIL sens C8: sensitizes caspase-8 expressing cells to TRAIL; inhibition (viability loss, TRAIL sensitization), % at 10 µM; NB7+C8 cells + TRAIL, ATPlite viability luminescence; 1% of 360,000 active;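 active means compounds causing at least 50% loss of cell viability in the single-dose screen, relative to plate controls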
NR2E3 ag-1: NR2E3 (human) agonism. Q9Y5X4. GST-NR2E3/biotin-RetCOR TR-FRET, 1536-well. inhibition of corepressor binding, % at 4.78 µM. 0.12% of 320,000 active. AID 2300;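 active means percent inhibition above the cutoff of mean plus 3 SD of all tested compounds, set per screening campaign, cut at about 20% in these data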;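 further: 0% = DMSO wells and 100% = biotin wells as full block of FRET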
Target sequence (Q9Y5X4 whole entry, looked up): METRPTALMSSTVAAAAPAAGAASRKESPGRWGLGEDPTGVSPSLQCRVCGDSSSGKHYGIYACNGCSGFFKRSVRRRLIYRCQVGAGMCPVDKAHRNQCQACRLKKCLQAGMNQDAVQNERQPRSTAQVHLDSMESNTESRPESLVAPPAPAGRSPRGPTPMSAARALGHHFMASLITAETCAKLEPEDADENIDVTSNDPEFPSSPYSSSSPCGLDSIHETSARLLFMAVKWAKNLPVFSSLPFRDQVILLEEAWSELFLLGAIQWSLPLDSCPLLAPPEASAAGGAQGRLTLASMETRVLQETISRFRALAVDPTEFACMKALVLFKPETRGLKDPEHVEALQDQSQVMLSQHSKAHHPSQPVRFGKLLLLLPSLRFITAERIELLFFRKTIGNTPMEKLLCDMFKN
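Material: NR2E3–RetCOR corepressor complex / Incubation: Compound–protein incubation for 5 h at 4 °C / Dosing: compound at 4.8 µM, single dose / Detection: time-resolved FRET / Benchmarks: high control biotin, low control 0.6% DMSO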
iPSC survival up: enhancers of human iPSC single-cell survival | hiPSC single-cell survival, ATPlite luminescence; 100% = ROCK inhibitor wells, 0% = DMSO | survival enhancement, % at 20 µM | 0.044% of 360,000 active | AID 602274; in the data active means survival enhancement above about 18%;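 further: cells exposed to compounds for 16 hours before the ATP read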
EBV LMP1 NFkB: Epstein-Barr LMP1 NF-kappaB reporter inhibition. LMP1-induced NF-kappaB luciferase reporter cells, luminescence. inhibition, % at 12.5 µM. 0.69% of 350,000 active. AID 504558; in the data active means inhibition above about 41%;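 further: 0% = neutral control wells and 100% = reference inhibitor control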
Peg3 promoter: Peg3 promoter activity inhibition | HeLa PEG-Prom luciferase reporter, luminescence, overnight | inhibition, % at 20 µM | 1.7% of 360,000 active;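 active means inhibition of at least 50% at 20 µM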
NR2E3 ag-2: agonists of human NR2E3 nuclear receptor | CHO-S Gal4-NCOR/VP16-NR2E3 two-hybrid, luciferase | inhibition of corepressor binding, % at 3.98 µM | 0.35% of 360,000 active | AID 602229;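 active means inhibition above the mean of all tested compounds plus 3 SD, cut at about 70% in these data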;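 further: 0% = DMSO with NR2E3 transfected cells and 100% = cells lacking NR2E3 construct; higher means lower luciferase signal from less NR2E3 corepressor binding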
Shn3 inh set2: Schnurri-3 reporter inhibition in Clone20 osteoblasts; Clone20 osteoblast Shn3 3'UTR firefly luciferase, 24 h; inhibition, % at 12.5 µM; 0.52% of 360,000 active; AID 588674;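 active means mean inhibition of at least 75% with every replicate also reaching 75%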;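 further: 0% = median of neutral control wells and 100% = pilot-screen positive control compound; some compounds past the cut are filed as inactive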
* = called active by the depositor; . = not tested or not shown. The list is partial (hit frequency here may not be typical).

Value order: KKLEB tox, HIF-2a inh, CF NFkB inh, TRPM1 prom inh, TRAIL sens C8, NR2E3 ag-1, iPSC survival up, EBV LMP1 NFkB, Peg3 promoter, NR2E3 ag-2, Shn3 inh set2
- O=C(NCCc1ccccc1)C1CCCN(C(=O)Nc2ccc(F)cc2)C1 (configuration not stated)
→ 0, -12, 2, -2, -5, -1, -0.6, 0, 0, 10, 7
- CC1(C)CC(NC(=O)C(Cl)(Cl)Cl)CC(C)(C)N1
→ -2, 22, 10, 3, -2, 1, 0.2, -4, 9, -26, -4
- O=C(NCc1ccc(Cl)cc1)c1noc2c1CCCC2
→ 7, -92, -12, -33, 13, 1, -0.4, 11, -53, -31, -18
- N/C(=N\O)c1ccccc1N1CCCCC1
→ 5, 25, -19, -1, -4, 3, -0.3, -6, 10, -2, -24
- CCOc1ccc(C(=O)NCC(=O)N2CCC3(CC2)NCCc2[nH]cnc23)cc1
→ 2, 10, -6, 6, -5, -2, 0.3, -3, 17, -9, -2
- N#Cc1nc(-c2cccc3ccccc23)oc1NCCN1CCOCC1
→ -5, -102, -4, -57, 8, 5, 0.4, -14, -94, -19, -34
- CCN1CCN(c2cc(C)c3cc(NC(=S)N4CCCC4)ccc3n2)CC1
→ -8, -10, 5, -12, 2, -2, -0.5, -3, 2, 18, 3
- COc1ccc(N2CCN(CC(=O)Nc3ncc(C)s3)CC2)cc1
→ 6, 13, -17, -9, -14, 3, -0.5, -2, 9, -12, 2
- O=C1CN(C(=O)N[C@@H](Cc2ccccc2)C(=O)N[C@@H](C(=O)O)c2ccccc2)c2ccccc2N1
→ 13, 13, 2, -6, -16, -2, -0.5, 1, 3, -24, -25
- CC(C)Cc1cc(C(=O)N2CCCC(CO)(Cc3ccc(F)cc3)C2)no1 (configuration not stated)
→ -10, -14, -3, 0, 6, -1, -0.3, 6, 0, -7, -7
- O=C(NCc1ccc2c(c1)CCO2)Nc1ccccc1
→ -10, -224, 8, -56, 26, -2, -0.6, -15, -179, -98, -50
- CCOc1ncccc1C(=O)OCc1ccccc1
→ -7, -2, 13, 3, -4, 0, -2.7, 8, -22, 8, -8
- Cc1cc(C)c(C#N)c(SCC(=O)N(CCC#N)c2ccc3c(c2)OCCO3)n1
→ 0, 4, 4, -10, -7, ., -0.4, 1, 14, 8, -5
- CN(CC(=O)NC1CC1)S(=O)(=O)c1ccc(Br)cc1
→ 5, 14, -33, -2, -8, 5, 0.6, 13, 5, 3, -2
- Cn1c(=O)c(S(=O)(=O)C(C)(C)C)c(O)c2ccccc21
→ 5, 0, -8, 4, -10, -2, -0.6, 4, 5, -29, -20
- Cc1cccc(OC(=O)c2ccncc2)c1C
→ 18, -2, -17, 5, 2, 1, 0.0, 2, 17, -4, 14
- COc1cc2nn(-c3ccccc3N)nc2cc1OC
→ 3, -275, -31, ., -10, ., -0.5, -9, -371, -39, -51
- CCOc1ccc(NC(=O)COc2nsnc2N2CCCCC2)cc1
→ -16, -13, -4, 1, -8, 3, -0.9, 11, 13, -8, -21
- NC(=S)NNC(=O)COc1ccccc1O
→ -10, 17, 4, 6, 0, 1, 0.8, -3, 5, -26, .
- Cc1ccc(NC(=O)COS(=O)c2ccc(C)cc2)cc1 (configuration not stated)
→ -8, -10, 1, -5, -29, 0, 3.5, -1, 6, 12, -18

Shown with tabs: 11 of the compounds above.
SMILES	KKLEB tox	HIF-2a inh	CF NFkB inh	TRPM1 prom inh	TRAIL sens C8	NR2E3 ag-1	iPSC survival up	EBV LMP1 NFkB	Peg3 promoter	NR2E3 ag-2	Shn3 inh set2
CC(C)Cc1cc(C(=O)N2CCCC(CO)(Cc3ccc(F)cc3)C2)no1 (configuration not stated)	-10	-14	-3	0	6	-1	-0.3	6	0	-7	-7
O=C(NCc1ccc2c(c1)CCO2)Nc1ccccc1	-10	-224	8	-56	26	-2	-0.6	-15	-179	-98	-50
CCOc1ncccc1C(=O)OCc1ccccc1	-7	-2	13	3	-4	0	-2.7	8	-22	8	-8
Cc1cc(C)c(C#N)c(SCC(=O)N(CCC#N)c2ccc3c(c2)OCCO3)n1	0	4	4	-10	-7	.	-0.4	1	14	8	-5
CN(CC(=O)NC1CC1)S(=O)(=O)c1ccc(Br)cc1	5	14	-33	-2	-8	5	0.6	13	5	3	-2
Cn1c(=O)c(S(=O)(=O)C(C)(C)C)c(O)c2ccccc21	5	0	-8	4	-10	-2	-0.6	4	5	-29	-20
Cc1cccc(OC(=O)c2ccncc2)c1C	18	-2	-17	5	2	1	0.0	2	17	-4	14
COc1cc2nn(-c3ccccc3N)nc2cc1OC	3	-275	-31	.	-10	.	-0.5	-9	-371	-39	-51
CCOc1ccc(NC(=O)COc2nsnc2N2CCCCC2)cc1	-16	-13	-4	1	-8	3	-0.9	11	13	-8	-21
NC(=S)NNC(=O)COc1ccccc1O	-10	17	4	6	0	1	0.8	-3	5	-26	.
Cc1ccc(NC(=O)COS(=O)c2ccc(C)cc2)cc1 (configuration not stated)	-8	-10	1	-5	-29	0	3.5	-1	6	12	-18

Continued:
Value order: KKLEB tox, HIF-2a inh, CF NFkB inh, TRPM1 prom inh, TRAIL sens C8, NR2E3 ag-1, iPSC survival up, EBV LMP1 NFkB, Peg3 promoter, NR2E3 ag-2, Shn3 inh set2
- CN(C)S(=O)(=O)c1cccc(-c2nn(-c3ccccc3)cc2/C=C2\SC(=S)N(CC(=O)O)C2=O)c1
→ -1, 2, 14, -4, 6, 1, -0.5, 0, 0, -17, 7
- NC(=O)c1ccc(NC(=O)CSc2nnc(-c3ccccn3)n2N)cc1
→ 9, 16, -10, 3, -1, 4, 1.4, -14, -1, -8, 4
- O=C(NC1CCCCC1)C1CCN(c2ncccn2)CC1
→ 1, 9, -15, 2, -29, -4, -0.4, -19, 5, -5, 6
- Cc1ccc(C)c(NC(=O)C2COc3ccccc3O2)c1 (configuration not stated)
→ -16, -156, 7, -24, 5, -2, -0.3, -36, -86, -18, -22
- O=C(NCCc1nnc2ccc(NCc3ccc(Cl)cc3)nn12)c1ccccc1
→ -2, 19, 2, 2, -17, -1, 2.5, 6, 3, 11, 15
- COC(=O)c1c(-c2ccc(C)cc2)csc1NC(=O)C1CC=CCC1C(=O)O (configuration not stated)
→ 3, -104, -3, -24, -4, -4, -2.2, -7, -48, -121, -28
- COc1cc(CNC2CCCC2)c(Br)cc1OCc1ccccc1
→ 5, -8, -7, -10, 15, 2, -1.9, -15, 5, -12, 62
- Cc1ccc(S(=O)(=O)N2CCOCC2)cc1C(=O)N1CCN(S(=O)(=O)c2ccccc2F)CC1
→ -4, 14, 23, -13, -2, ., -0.3, 3, 14, 29, 6
- COc1cccc2cc(C(=O)N3CCc4ccccc43)c(=O)oc12
→ 0, 18, 7, -8, -15, 0, -2.2, 1, -56, -9, 22
- COc1cc(OC)cc(C(=O)NNC(=O)CCNS(=O)(=O)c2ccc(C)c(C)c2)c1
→ -11, 4, -8, 9, 2, ., 1.3, 0, -6, -4, -3
- COc1ccc(C2C(C(N)=O)=C(C)Nc3nc(-c4ccccc4)nn32)cc1OC (configuration not stated)
→ 1, 5, 9, 4, -8, -1, 0.3, 6, -11, -40, -19
- COc1ccc2[nH]c(C(=O)O)c(NC(=O)c3cc(OC)c(OC)c(OC)c3)c2c1
→ 11, 13, -3, 2, -30, ., 0.0, 23, 10, -27, 3
- Cn1c(/C=C/N(Cc2ccccc2)c2ccccc2)c([N+](=O)[O-])c(=O)n(C)c1=O
→ -2, 21, 0, -12, -10, -1, -0.2, -4, 14, -22, -30
- O=S(=O)(Nc1ccc(Cl)cn1)c1cnc(Cl)c(Br)c1
→ 11, 7, 1, 10, -9, -2, -0.5, -5, 12, -25, 4
- Cc1c(Cl)cnc(NC(=O)COC(=O)C2CCCC2)c1Cl
→ 5, -6, -8, 5, -8, ., -0.4, -6, -17, -12, 9
- COc1ccc(S(=O)(=O)NC(=O)C2(C)CCN2C(=O)CC2CC2)cc1 (configuration not stated)
→ 0, 6, 13, ., -9, ., 0.7, ., -12, 2, -13
- CC1=C/C(=C(\c2cc(C)c(O)c(Br)c2)c2ccccc2S(=O)(=O)O)C=C(Br)C1=O
→ 1, 37, -9, 38, 16, -51, -0.6, 19, 27, -4, 20
- CC(C)CNC(=O)c1ccc(C2SCC(=O)N2Cc2ccccc2)cc1 (configuration not stated)
→ -1, -10, -3, -4, 0, 3, -0.5, -2, -2, -23, 1
- O=S(=O)(Nc1ccc(Cl)cn1)c1ccc(Cl)cc1
→ 4, 9, -5, 4, -4, -1, 0.1, 5, 12, -25, 9
- COc1ccccc1COc1ccc2c(C)c(CCC(=O)O)c(=O)oc2c1C
→ -3, 37, 19, 17, -2, 5, 0.0, 9, -6, -24, 13

(listing goes on)
Value order: KKLEB tox, HIF-2a inh, CF NFkB inh, TRPM1 prom inh, TRAIL sens C8, NR2E3 ag-1, iPSC survival up, EBV LMP1 NFkB, Peg3 promoter, NR2E3 ag-2, Shn3 inh set2
- CC1N/C(=C\C(=O)c2ccccc2)N(O)C1(C)C (configuration not stated)
→ 2, -155, -6, -38, 24, 1, -3.9, -16, -195, -38, -79
- O=C(C1=C[C@H](c2ccc(Br)cc2)C[C@H](OCCCCO)O1)N1CCN(Cc2ccccc2)CC1
→ -22, 19, -29, ., -11, 1, 4.4, 0, 12, 5, 20
- CN1CCN(C(=O)c2ccc3c(=O)n4c(nc3c2)CCCCC4)CC1
→ 8, 15, -3, -11, 2, 0, 0.7, -2, 4, -15, 13
- CCC(C)NC(=O)c1cn(-c2cccc(C)n2)cn1 (configuration not stated)
→ 1, -130, -8, -84, -2, 0, 0.7, -6, -110, -28, -37
- CCc1cccc(C)c1NC(=O)COC(=O)C(NS(=O)(=O)c1ccc(Cl)cc1)C(C)O (configuration not stated)
→ 5, 11, 4, 4, 2, 1, 1.4, -7, -77, -18, -18
- Cc1ccc(-c2cccc(CN3CCN(C4CCN(C(C)C)CC4)C(CCO)C3)c2)o1 (configuration not stated)
→ -3, 6, 1, -10, 10, 1, -1.4, -14, 2, 11, 12
- COc1ccc(-n2nc(C(=O)NCC(=O)N3CCC(C)CC3)c3ccccc3c2=O)c(OC)c1
→ 0, -146, 9, -33, 39, -1, -0.7, -15, -158, -54, -40
- c1ccc(CC2CCN(c3nnnn3-c3ccccc3)CC2)cc1
→ 8, 12, 3, 1, 3, 3, 8.2, 3, 13, -3, 5
- COCCNC(=O)CSc1nnc(NC(=O)C2CC(=O)N(c3ccccc3OC)C2)s1 (configuration not stated)
→ -1, -6, 14, 2, 8, -1, 1.8, 6, 11, -12, -18
- COc1ccc(C(=O)NCC(=O)OCc2csc(-c3ccccc3)n2)cc1
→ -2, -33, -24, -16, -9, 2, -1.5, -11, -49, -9, -13
- COc1ccc(OCCSc2nnc(-c3ccccc3)n2N)cc1
→ -6, -3, -6, -17, -3, 1, -1.9, 2, 16, 0, 0
- CC(C)C(c1nnnn1Cc1ccc(F)cc1)N1CCN(C2CCCC2)CC1 (configuration not stated)
→ 3, 15, 0, -15, -2, 6, -0.2, -14, 1, -28, 9
- CCN(CC)C(=O)c1c[nH]c2ccc(S(=O)(=O)Nc3cc(C)cc(C)c3)cc2c1=O
→ -7, 9, -3, 11, -1, -2, 0.9, -15, 15, -54, 9

Screening results as filed in PubChem BioAssay.
